High-throughput results from PubChem BioAssay.
VLA-4 inh – inhibition in a human VLA-4 binding assay. P13612. VLA-4 expressing cells, ligand binding flow cytometry. inhibition, % (about 7 µM as worked out from the volumes in the protocol). 0.2% of 330,000 active. AID 2557; in the data active means inhibition above about 50%
PME-1 primary – blocks human protein phosphatase methylesterase 1; recombinant PME-1, FP-Rh probe fluorescence polarization; inhibition, % at 5.9 µM; Q9Y570; 0.53% of 320,000 active;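 active means inhibition above the campaign mean of all compounds plus 3 SD, cut at about 26% in these data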;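 further: competitive labeling of PME-1 active site by serine hydrolase directed probe; 0% = PME-1 with DMSO and 100% = wells lacking PME-1 enzyme; inhibitors block probe labeling so polarization falls and inhibition rises; many of its hits are not listed in these tables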
GRK2 aptamer HTS – blocks RNA aptamer binding to human GRK2; bead flow cytometry, FAM-aptamer displacement from GRK2; AID 488847; inhibition of aptamer binding, % at 10 µM; P25098; 0.59% of 330,000 active;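 active means inhibition of aptamer binding above 40%, roughly 3 SD of noise, on plates passing a quality check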;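 further: median bead fluorescence of bound FAM aptamer so fluorescent compounds give negative values; no value below 0 was filed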
MEX-5 binding – C. elegans MEX-5 TCR-2 RNA binding activity. Q9XUB2. MEX-5/FITC-TCR2 RNA binding, fluorescence polarization; hits give low values. activity score (negative = inhibition of binding), % at 10 µM. 0.38% of 300,000 active;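 active means inhibition past about -25% in most replicates, and total fluorescence under double the plate's negative control median, limit read from the data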;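 further: 0% = DMSO and -100% = 5 µM competing unlabeled TCR2 RNA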
Fam108B inh – counter-screen for RBBP9 inhibitors: inhibitors of mouse Fam108B. inhibition, % at 9.51 µM. 0.33% of 300,000 active. recombinant Fam108B, FP-Rh probe fluorescence polarization;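 active means inhibition above the screen mean inhibition plus 3 SD, computed separately per campaign, cut at about 18% in these data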;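 further: inhibitors lower polarization as less probe binds the enzyme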
GLD-1 TGE inh – GLD-1-TGE RNA interaction inhibition (C. elegans); inhibition, % at 5.96 µM; AID 2280; purified GLD-1 + fluorescein TGE RNA, fluorescence polarization; Q17339; 0.44% of 320,000 active;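 active means percent inhibition above a per-plate cutoff, the plate mean of test compounds plus 3 SD, cut at about 30% in these data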;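 further: 0% = DMSO wells with GLD-1 and probe and 100% = wells lacking GLD-1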
Target sequence (Q17339 whole entry, looked up): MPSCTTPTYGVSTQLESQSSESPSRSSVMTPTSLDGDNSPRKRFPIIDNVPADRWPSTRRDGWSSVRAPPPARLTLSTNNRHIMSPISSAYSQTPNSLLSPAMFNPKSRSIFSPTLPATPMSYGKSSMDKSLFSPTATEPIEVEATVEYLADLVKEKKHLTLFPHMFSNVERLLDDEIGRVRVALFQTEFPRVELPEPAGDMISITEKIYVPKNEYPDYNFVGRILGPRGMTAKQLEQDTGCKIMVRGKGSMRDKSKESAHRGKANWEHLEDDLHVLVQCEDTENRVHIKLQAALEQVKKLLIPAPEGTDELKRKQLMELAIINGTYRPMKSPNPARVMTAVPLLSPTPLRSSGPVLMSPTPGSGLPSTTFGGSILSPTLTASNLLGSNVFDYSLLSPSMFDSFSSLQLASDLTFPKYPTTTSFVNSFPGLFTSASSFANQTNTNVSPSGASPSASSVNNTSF
MCL1-BIM inh – disrupts human MCL1 binding to BIM-BH3 peptide; Q07820; GST-MCL1 / FITC-Bim-BH3 fluorescence polarization; inhibition, % at 10.9 µM; 0.68% of 320,000 active;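 active means inhibition above the mean inhibition of all tested compounds plus 3 SD, set per campaign, cut at about 40% in these data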;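 further: 0% = DMSO wells and 100% = unlabeled Bim-BH3 peptide control; higher means more loss of mP so more displacement of Bim peptide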
Target sequence (Q07820 whole entry, looked up): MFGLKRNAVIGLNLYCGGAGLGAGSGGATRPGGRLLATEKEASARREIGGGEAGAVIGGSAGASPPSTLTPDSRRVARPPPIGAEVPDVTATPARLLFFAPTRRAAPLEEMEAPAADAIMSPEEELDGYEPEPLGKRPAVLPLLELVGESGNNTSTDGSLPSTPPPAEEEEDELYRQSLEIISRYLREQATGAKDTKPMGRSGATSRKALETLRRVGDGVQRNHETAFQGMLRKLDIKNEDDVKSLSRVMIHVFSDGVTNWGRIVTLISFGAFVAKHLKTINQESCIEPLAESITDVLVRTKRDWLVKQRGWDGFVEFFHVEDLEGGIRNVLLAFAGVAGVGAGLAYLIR
Bcl-xL primary – blocks human Bcl-xL binding to Bim BH3 peptide; Q07817; GST-Bcl-xL / FITC-Bim BH3 peptide fluorescence polarization; inhibition, % at 10.9 µM; 0.7% of 320,000 active;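 active means inhibition above the mean of all tested compounds plus 3 SD, cutoff set per campaign, cut at about 30% in these data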;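 further: 0% = DMSO wells and 100% = unlabeled Bim-BH3 peptide competitor; inhibitors lower millipolarization by displacing the labeled peptide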
Target sequence (Q07817 whole entry, looked up): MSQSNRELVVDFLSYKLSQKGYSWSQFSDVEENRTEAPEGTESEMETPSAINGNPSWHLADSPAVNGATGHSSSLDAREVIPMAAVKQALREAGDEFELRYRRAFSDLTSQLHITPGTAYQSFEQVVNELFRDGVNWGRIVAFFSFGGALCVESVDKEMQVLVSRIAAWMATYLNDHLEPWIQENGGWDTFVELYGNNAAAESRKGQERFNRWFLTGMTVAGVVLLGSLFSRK
Efflux pump inh – inhibitors of Candida antifungal efflux pumps expressed in yeast; AID 485275; inhibition, % at 10 µM; 0.44% of 330,000 active; S. cerevisiae Candida pump triplex, Nile Red efflux;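 active means plate passing quality check with inhibition over a set limit, or well fluorescence over plate mean plus 4 SD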;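 further: Nile Red retained in pooled yeast measured as flow cytometry median fluorescence; 0% = buffer negative control and 100% = Enniatin B positive control; higher means more Nile Red kept so more efflux inhibition; some compounds called inactive have numbers as strong as hits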
* marks the source's active call; other numbers are inactive results; nt = no result given.

SMILES	VLA-4 inh	PME-1 primary	GRK2 aptamer HTS	MEX-5 binding	Fam108B inh	GLD-1 TGE inh	MCL1-BIM inh	Bcl-xL primary	Efflux pump inh
Cn1c(=O)cc(OCCCC(=O)Nc2cccnc2)c2ccccc21	-13	2	0	0.6	1	6	6	2	0.0
Cc1nn(-c2ccccc2)c2sc(C(=O)NC3CC3)cc12	-8	-10	3	1.1	-1	10	6	1	-0.1
CC1CCCN(S(=O)(=O)c2ccc(NC(=O)Cc3ccc(S(=O)(=O)N4CCOCC4)s3)cc2)C1 (stereo not given)	4	-35	7	3.6	-19	2	-14	-6	0.2
COCCCNC(=O)c1ccccc1SC	19	0	0	2.8	0	4	1	2	-0.1
Cc1cc(N2CCC(C(=O)Nc3ccc(F)cc3)CC2)nc(-c2ccccc2)n1	-6	-6	0	0.4	-8	7	-4	-3	0.5
COCCC(=O)N1CCC(Oc2ccc(C(=O)N(C)Cc3cc(C)no3)cc2)CC1	-14	0	3	3.5	-1	3	1	2	0.6
O=C(NNc1nc2ccccc2s1)Nc1ccccc1	9	1	2	-0.1	-5	-5	-2	-8	0.1
O=c1nc(C(F)(F)F)nc2ccccn12	1	-1	0	-0.8	-3	4	8	5	-0.1
COc1cccc(CNC(=O)c2ccccc2NC(=O)C2=C(C)OCCS2)c1OC	6	3	1	1.8	5	8	-6	-1	0.4
CCOC(=O)Cc1ncccc1C(=O)Nc1ccc(OC)cc1	13	2	1	-0.5	-2	1	-5	-2	-0.1
Cc1ccc(C(=O)N2N=C(c3ccccc3O)CC2c2ccccc2)cc1 (stereo not given)	-4	-4	2	1.5	1	0	6	3	-0.1
C=CCn1c(C)cc(C(=O)CN2C(=O)NC3(CCCc4ccccc43)C2=O)c1C (stereo not given)	23	3	0	-0.5	0	2	0	2	-0.1
Cc1ccc(NC(=O)C2(S(=O)(=O)c3ccc(Cl)cc3)CC2)c(Br)c1	-3	5	1	0.7	-3	0	4	3	0.2
CCN(CC)S(=O)(=O)c1ccc(-n2c(=O)c(C(C)C)c(C)n2C)cc1	8	-4	0	1.2	-1	-5	1	3	-0.1
Cc1ccc(C(=O)c2c3ccccc3[n+]([O-])n2CCC(=O)O)cc1	-10	6	0	nt	1	5	7	5	0.0
Cc1ccccc1NC(=O)Cc1nc(COC(=O)c2ccc(O)cc2O)cs1	14	0	3	-1.2	-2	-2	-11	1	-0.1
O=C(COc1ncnc2cc([N+](=O)[O-])ccc12)NCc1ccc2c(c1)OCO2	-3	3	2	-4.6	6	8	9	3	0.1
CCOC(=O)C1=C(CP(=O)(c2ccccc2)c2ccccc2)NC(=O)NC1c1ccc(Cl)cc1 (stereo not given)	0	2	1	1.0	-1	2	0	0	-0.1
COC(=O)C1=C(C(=O)c2ccc(C)cc2)C(c2ccc(O)c(OC)c2)n2nnnc2N1 (stereo not given)	0	-3	3	-1.0	-1	-4	-4	0	0.0
Cc1cccc(N2CCN(C(=O)c3cccs3)CC2)c1C	6	2	0	-0.6	-1	3	-2	-3	0.0
COc1ccc(NC(=O)Cn2nnc(-c3ccccc3F)n2)cc1	8	-4	0	4.0	-3	8	-2	0	0.1
O=C(c1ccccn1)N1N=C2/C(=C/c3ccc(F)cc3)CCCC2C1c1ccc(F)cc1 (stereo not given)	0	0	1	nt	-6	-4	-10	-2	0.5
C/C(=N\NC(=O)c1cc(-c2ccc(C)s2)[nH]n1)c1ccncc1	5	-28	0	-0.9	-6	-4	3	2	-0.1
CC(C)C1Oc2ccccc2N(CC(=O)N2CCOCC2)C1=O (stereo not given)	11	-6	0	0.0	2	0	-3	2	-0.1
CC(C)=NNc1cc([N+](=O)[O-])cc2c1C(=O)N(C)S2=O (stereo not given)	-4	2	5	-5.4	1	5	4	7	-0.1
SMILES	VLA-4 inh	PME-1 primary	GRK2 aptamer HTS	MEX-5 binding	Fam108B inh	GLD-1 TGE inh	MCL1-BIM inh	Bcl-xL primary	Efflux pump inh
COc1ccc(C2=NOC3(CC(=O)N(c4ccc(F)cc4)C3=O)C2)c(OC)c1 (stereo not given)	13	-17	0	2.6	-5	1	-8	3	0.1
COc1cc(NC(=O)c2cccc(C)c2)c(OC)cc1NC(=O)CN1CCCCC1	5	3	0	-1.8	4	3	5	3	0.0
CC(=O)Nc1sc2c(c1CN1CCN(c3ccccn3)CC1)CCCC2	1	6	1	0.4	-2	3	9	6	0.2
CCN(C(=O)COC(=O)c1cccc(-n2cnnn2)c1)C1CCCCC1	2	-4	2	-3.5	1	5	-6	2	0.0
Cc1nn(Cc2ccc(C(=O)NC3CCCCC3)o2)c(C)c1Br	8	0	0	0.5	-2	-2	2	5	-0.1
CN(c1ccccc1)S(=O)(=O)c1cc(C(=O)N2CCN(c3ccccn3)CC2)ccc1Cl	17	8	4	0.2	-26	4	-4	6	0.1
COC(=O)C(C)n1cnc2c(nnn2-c2cccc(Cl)c2)c1=O (stereo not given)	-4	2	35	0.1	3	3	0	8	-0.2
CC(C)(CO)CNC(=O)CCc1nnc(CCCc2ccccc2)o1	-2	-6	0	-0.1	-1	4	-5	1	0.2
Fc1ccc(NC(=S)N/N=C/c2cccc(Br)c2)c(F)c1	4	0	2	0.4	0	2	3	3	0.0
Cc1cc(C)c2c(CC(=O)NC3CCS(=O)(=O)C3)coc2c1 (stereo not given)	-1	-7	0	0.4	5	2	3	0	-0.1
Cc1ccc(CC2S/C(=N/N=C/c3ccco3)NC2=O)cc1 (stereo not given)	1	4	1	-0.8	2	8	5	6	0.3
CC(C)N(C(=O)Cn1c(SCC(=O)Nc2nccs2)nc2ccccc21)C(C)C	10	-2	0	-2.3	-2	-2	8	1	0.1
Cc1cc(Br)c(NC(=O)COC(=O)C2CC2C)c(Br)c1 (stereo not given)	-4	1	2	-0.6	-1	5	8	7	0.1
CCCCn1nc2cc(C(=O)NCC34CC5CC(CC(C5)C3)C4)ccc2c1OC	26	4	2	0.6	-3	0	7	-3	-0.1
Cc1ccc(S(=O)(=O)N(C)C)cc1NC(=O)COC(=O)c1c(-c2ccccc2)noc1C	19	14	2	-2.9	4	-3	-13	0	-0.1
CCC(=O)c1c[nH]c(C(=O)NCc2cccnc2)c1	5	-1	4	-1.4	0	-8	4	5	0.0
CC(=O)Nc1ccc(S(=O)(=O)NC(CC(=O)O)c2ccc(C)cc2)cc1 (stereo not given)	4	3	1	2.8	-7	8	2	6	0.0
O=C(O)CC1Sc2ccccc2NC1=O (stereo not given)	4	0	1	1.8	1	7	-6	9	-0.1
CCOC(=O)Cc1csc(NC(=O)c2cc3ccccc3o2)n1	-4	-2	5	0.2	0	-3	4	9	-0.1
CCOC(=O)C1CCCN(Cc2ccc3c(c2)OCO3)C1 (stereo not given)	19	1	1	-2.0	1	-3	2	0	0.0
CCSc1nnc(NC(=O)CSc2nnc(Cc3cccn3C)n2-c2ccc(C)cc2)s1	7	-2	6	-3.6	-1	7	-9	0	0.0
O=C(NCc1ccco1)c1ccc(Cn2c(=O)c3ccccc3n(Cc3cccc(F)c3)c2=O)cc1	6	-11	8	0.6	-20	-7	-9	-3	0.3
Cc1cccc2cc(CN(Cc3ccc(F)cc3)C(=O)N3CCOCC3)c3nnnn3c12	-3	-2	2	1.1	1	-1	3	4	0.0
Cn1nc(C(F)(F)F)cc1C(=O)Nc1ccc(Cl)cc1	-4	5	2	0.1	0	-1	-7	0	-0.1
C=CCn1c(O)c(C(CC)=NCCN2CCOCC2)c(=O)[nH]c1=O	-8	2	3	-0.9	-1	-1	4	6	0.0

In another format: 4 of the compounds above
> Cc1cccc(N2CCN(C(=O)c3cccs3)CC2)c1C
  VLA-4 inh: 6
  PME-1 primary: 2
  GRK2 aptamer HTS: 0
  MEX-5 binding: -0.6
  Fam108B inh: -1
  GLD-1 TGE inh: 3
  MCL1-BIM inh: -2
  Bcl-xL primary: -3
  Efflux pump inh: 0.0

> CCCCn1nc2cc(C(=O)NCC34CC5CC(CC(C5)C3)C4)ccc2c1OC
  VLA-4 inh: 26
  PME-1 primary: 4
  GRK2 aptamer HTS: 2
  MEX-5 binding: 0.6
  Fam108B inh: -3
  GLD-1 TGE inh: 0
  MCL1-BIM inh: 7
  Bcl-xL primary: -3
  Efflux pump inh: -0.1

> Cc1cccc2cc(CN(Cc3ccc(F)cc3)C(=O)N3CCOCC3)c3nnnn3c12
  VLA-4 inh: -3
  PME-1 primary: -2
  GRK2 aptamer HTS: 2
  MEX-5 binding: 1.1
  Fam108B inh: 1
  GLD-1 TGE inh: -1
  MCL1-BIM inh: 3
  Bcl-xL primary: 4
  Efflux pump inh: 0.0

> Cc1ccc(NC(=O)C2(S(=O)(=O)c3ccc(Cl)cc3)CC2)c(Br)c1
  VLA-4 inh: -3
  PME-1 primary: 5
  GRK2 aptamer HTS: 1
  MEX-5 binding: 0.7
  Fam108B inh: -3
  GLD-1 TGE inh: 0
  MCL1-BIM inh: 4
  Bcl-xL primary: 3
  Efflux pump inh: 0.2

Later entries:
SMILES	VLA-4 inh	PME-1 primary	GRK2 aptamer HTS	MEX-5 binding	Fam108B inh	GLD-1 TGE inh	MCL1-BIM inh	Bcl-xL primary	Efflux pump inh
CN1CCN(c2nc(-c3ccccc3Cl)nc3ccccc23)CC1	6	nt	0	0.1	nt	nt	nt	nt	-0.1
O=C(NNc1c2ccccc2nc2ccccc12)c1ccc(Cl)cc1	-3	12	0	-1.5	13	-11	8	3	0.0
CN(CC(=O)OCC(=O)NC1CCCC1)S(=O)(=O)c1ccc(Cl)cc1	7	nt	0	nt	nt	2	nt	nt	-0.4
O=C(NCCCN1CCOCC1)c1cn(-c2ccccc2)nc1-c1ccc(Br)cc1	4	nt	0	nt	nt	3	nt	nt	-0.1
Cc1ccc(S(=O)(=O)Cc2ccc(C(=O)N3CCCCC3C)cc2)cc1 (stereo not given)	-3	6	0	0.1	-1	-5	1	3	-0.1
Cc1cc2c(cc1C)NC(c1cccnc1)C1=C(CC(C)(C)CC1=O)N2 (stereo not given)	10	0	4	-2.3	-3	-3	6	4	0.1
CN(C)CCN(CC1CCCN(Cc2ccccc2F)C1)C(=O)c1ccc(Cl)cc1 (stereo not given)	-2	2	0	2.2	2	-3	19	4	0.0
Cc1ccc2oc(C(=O)N3CCC(C(N)=O)(N4CCCCC4)CC3)c(C)c2c1	17	-3	0	0.4	0	1	5	7	-0.1
Fc1ccc(N2CCN(C(=S)NCC3CCCO3)CC2)cc1 (stereo not given)	6	0	5	-0.9	1	3	3	8	-0.1
Cc1ccc(CNS(=O)(=O)c2c(C)[nH]c(C)c2C(=O)N2CCCC2)cc1	21	-6	0	0.2	1	3	1	2	-0.3
Cc1ccc(/C=C2\C(=O)NC(=O)N2C)o1	1	6	23	-3.9	1	0	11	9	-0.1
CN(c1ccccc1)S(=O)(=O)c1ccc(NC(=O)c2ccc(-c3ccccc3)cc2)cc1	27	64*	1	2.0	45*	0	-5	-5	-5.7
CC1=NN(C(=O)Cc2ccccc2)C(O)(c2cccnc2)C1 (stereo not given)	4	-5	0	1.0	-2	-7	3	-2	-0.3
CC(=O)c1cccc(NC(=O)C(NC(C)C)c2ccccc2)c1 (stereo not given)	7	3	0	-0.1	-3	3	4	1	-0.1

An excerpt. The share of hits here may be higher or lower than overall.
